# Screens deposited in PubChem by National Center for Advancing Translational Sciences (NCATS).
# HP1b chromo inh: blocks HP1-beta chromodomain binding to methylated histone tails | actives 0.56% (n = 390,000) | Potency, µM (series often up to 114 µM), inactives show top-dose activity change, negative = inhibition, most hits filed as inhibitors | AlphaScreen HP1-beta / biotin-H3K9me3 peptide binding | P83916 | AID 540317; further: potency means the concentration at half of the fitted maximal effect; nearly all actives have a fitted effect of over 70% in size; inactives centre near 23
#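 AlphaScreen: HP1-beta (50 nM) preformed 30 min with biotin-H3(1-18)K9me3 peptide (50 nM) in PBS pH 7.4, 0.01% Tween-20. Compound added for 30 min at RT, then streptavidin donor/nickel chelate acceptor beads (10 ug/mL) for 30 min.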
# Tb PGK inh: blocks T. brucei phosphoglycerate kinase | P07378 | PGK/GAPDH coupled, Kinase-Glo luminescence, 60 min | Potency, µM (titrated, usually from 57.5 µM), inactives show top-dose activity change, negative = inhibition, most hits filed as inhibitors | actives 0.043% (n = 380,000); further: potency means the concentration at half of the fitted maximal effect; on the % scale 0 is the no-effect control and ±100 the full control effect; nearly all actives have a fitted effect of over 60% in size
#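 Luminescent ATP detection (Kinase-Glo Plus) follows a 60-minute room-temperature incubation, with wells lacking PGK as controls. Buffer: 100 mM TEA (pH 7.6), 5 mM MgCl2, 0.01% Tween-20. Coupling enzyme GAPDH (100 nM final) supplies unstable 1,3-BPG in-well.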
# G9a block: G9a (human) methyltransferase inhibition | Q96KQ7 | G9a H3K9 monomethylation, AlphaScreen, 2 h | Potency, µM (top dose mostly 102 µM), inactives show at the highest dose activity, negative = inhibition, most hits filed as inhibitors | actives 8.8% (n = 350,000) | AID 504332; further: potency means the concentration at half of the fitted maximal effect; on the % scale 0 is the no-effect control and ±100 the full control effect; nearly all actives have a fitted effect of over 75% in size
#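 Readings reflect AlphaScreen signal from monomethyl-H3K9 antibody detection. HMT at 20 nM; substrate b-H3K9 500 nM; cofactor SAM 20 uM; 2 h RT reaction; compounds tested as titrations in qHTS with 15 min preincubation.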
# GLS inh: glutaminase GLS (human) inhibition; O94925; actives 0.21% (n = 410,000); GLS enzymatic activity, qHTS titration; Potency, µM (series often up to 45.5 µM), without a hit: at the highest dose activity change, negative = inhibition, hits mostly inhibitors; further: potency means the concentration at half of the fitted maximal effect; on the % scale 0 is the no-effect control and ±100 the full control effect
#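 Enzyme dispensed in phosphate buffer (45 mM, pH 8.2, 0.02% Tween-20), compounds pinned in, then 1 mM L-glutamine solution and the glutamate oxidase–HRP–Amplex Red mix added; fluorescence read immediately and again after 30 min at room temperature.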
# ERG Ets-DNA blk: inhibitors of human ERG Ets domain-DNA interaction | fluorescence polarization, His-ERG Ets domain / labelled DNA | P11308 | Potency, µM (titrated, usually from 76.9 µM), without a hit: at the highest dose FP activity, negative = inhibition, most hits filed as inhibitors | actives 0.028% (n = 370,000) | AID 624246; active means well fitted inhibition curve with a large enough effect in the polarisation, with a control signal flat; the % refers to the polarisation;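 further: polarization taken with two DNA probes labelled with fluorescein and Texas red; potency means the concentration at half of the fitted maximal effect; % of control where 0% means no effect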
#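 His-tagged ERG Ets domain (1 uM in the protein solution; 300mM KCl, 50mM Tris-HCl, 1mM EDTA, 1mM DTT, pH 7.5) received compound, then a probe mix of 5 nM fluorescein-DNA and 100nM Texas-615-DNA. Fluorescence polarization was read for both dyes.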
# Pin1 inh: inhibitors of human Pin1; Pin1 FP peptide displacement, HiFluor488, 10 min; Q13526; actives 0.009% (n = 390,000); Potency, µM (top dose mostly 115 µM), without a hit: at the highest dose activity, negative = inhibition, usual class: inhibitors; active means well fitted inhibition curve with a large enough effect in the polarisation, with a control signal flat, not every such curve was filed as active; the % refers to the polarisation; further: potency means the concentration at half of the fitted maximal effect; on the % scale 0 is the no-effect control and ±100 the full control effect
# JMJD2A Tudor inh: inhibitors of human JMJD2A Tudor domain; O75164; AlphaScreen JMJD2A-Tudor / H3K4me3 peptide binding; Potency, µM (top dose mostly 114 µM), for the others: top-dose activity change, negative = inhibition, usual class: inhibitors; actives 4.4% (n = 390,000); AID 504339; further: potency means the concentration at half of the fitted maximal effect; on the % scale 0 is the no-effect control and ±100 the full control effect; nearly all actives have a fitted effect of over 50% in size
# PI4K2A block: inhibitors of human PI4K2A. Q9BTU6. purified PI4K2A, ADP-Glo luminescence, 1 h; stronger effect = lower value. activity change, negative = inhibition, % at 76.9 µM. actives 0.13% (n = 420,000); in the data active means activity change below about -50%;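 further: -100% = wells without enzyme as full effect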
# Target sequence (Q9BTU6 whole entry, looked up): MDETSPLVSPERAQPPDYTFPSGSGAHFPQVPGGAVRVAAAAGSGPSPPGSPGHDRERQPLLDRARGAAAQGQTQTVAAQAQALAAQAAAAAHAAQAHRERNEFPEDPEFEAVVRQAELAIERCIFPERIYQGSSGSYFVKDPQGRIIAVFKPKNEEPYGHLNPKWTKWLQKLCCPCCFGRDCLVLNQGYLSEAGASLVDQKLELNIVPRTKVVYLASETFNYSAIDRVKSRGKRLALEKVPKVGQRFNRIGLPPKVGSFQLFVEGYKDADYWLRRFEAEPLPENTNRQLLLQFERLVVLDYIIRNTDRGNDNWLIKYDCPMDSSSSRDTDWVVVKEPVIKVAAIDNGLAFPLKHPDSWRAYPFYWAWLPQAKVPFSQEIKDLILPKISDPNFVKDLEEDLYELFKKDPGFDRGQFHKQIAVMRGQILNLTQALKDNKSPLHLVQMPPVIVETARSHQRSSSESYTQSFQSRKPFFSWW
#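 Compounds are screened against recombinant PI4K2A using PI as substrate and ATP, the latter dispensed at 300 microM. Reactions run one hour at ambient temperature before ADP-Glo detection; full inhibition defined by wells lacking enzyme.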
# * hit, by the source's call; & = joins results of further samples; [ ] = another dose, or the depositor's remark. Unless noted, the call rests on the fitted dose curve; in most records, active means well fitted curve in the direction sought with a large enough effect; inconclusive means small, poorly fitted or top-dose-only effect, or another doubt; inactive means no such curve, though single readings can be large; an effect the other way counts as inactive or inconclusive. Only part of the results is shown. The share of hits here may be higher or lower than overall.
SMILES,HP1b chromo inh,Tb PGK inh,G9a block,GLS inh,ERG Ets-DNA blk,Pin1 inh,JMJD2A Tudor inh,PI4K2A block
CC(=O)c1ccc2c(c1)N(CCCN(C)C)c1ccccc1S2,54.5%[activator],4.9%,-2.5%[21.5 µM],27.1%,7.9%,-8.9%,-6.9%,2.4&4.4
